ER stress rescue: rescue of cells from ER stress-induced death, primary screen, 384-well, CSM14.1, thapsigargin, ATP luminescence (AID 1222). CSM14.1 thapsigargin-induced death rescue, ATP luminescence; higher % means a stronger effect. cellular ATP content (survival), % at 20 µM, or EC50 in µM where a hit was titrated. 190,000 tested, under 10 active;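 active means EC50 below 50 µM in the dose-response confirmation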;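 further: death triggered by thapsigargin at about 15 µM added after 2 h compound pretreatment; cell ATP read after overnight thapsigargin exposure of roughly 18 to 22 hours; normalized against plate controls of thapsigargin alone and 5% DMSO vehicle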
SV40 large T antigen: SV40 large T antigen inhibitors, biochemical (AID 1903) | 310,000 tested, 0.39% active | SV40 large T antigen ATPase/helicase inhibition assay; higher % means a stronger effect | inhibition, % at 20 µM; hits with a dose series show IC50 in µM; in the data active means a potency from the dose series; inconclusive means inhibition mostly from about 32% at the one dose, without a potency; inactive means the rest, 99 in 100 with inhibition below about 32%; further: strong numbers were not always called active
UTI89 phage lysis: inhibition of K1F phage lysis, E. coli UTI89, bacterial capsule biogenesis inhibitors, alamar blue (AID 488966); E. coli UTI89 K1F phage lysis, alamar blue, 2 h; higher % means a stronger effect; inhibition, % at 100 µM; hits with a dose series show IC50 in µM; 340,000 tested, 0.02% active;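 active means phage lysis inhibition, versus mean bacterial control, above a set limit; inconclusive means no clear call, values can overlap the other calls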;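 further: capsule biogenesis inhibitors block K1F phage lysis so surviving cells raise fluorescence; higher fluorescence means more inhibition of phage lysis; actives were called in the ten point dose series up to 300 µM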
RSV CPE inhibition: RSV antiviral activity via CPE protection, HEp-2 cells, primary 10 µM value included (AID 2391) | 310,000 tested, 0.13% active | HEp-2 cells, RSV-induced CPE inhibition; higher % means a stronger effect | CPE inhibition, % at 10 µM, or IC50 in µM where a hit was titrated; in the data active means a potency from the dose series; inconclusive means CPE inhibition mostly from about 23% at the one dose, without a potency; inactive means the rest, 99 in 100 with CPE inhibition below about 21%; further: strong numbers were not always called active
Yfh1-off respiration: enhancers of respiration in Yfh1-depleted yeast, dose response, Friedreich's ataxia, plus single-dose screen (AID 1465); S. cerevisiae Yfh1-off respiration, WST-1 reduction, 72 h; higher fold induction means a stronger effect; 220,000 tested, 0.074% active; fold induction at 50 µM; hits with a dose series show EC50 in µM;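 active means fold induction of absorbance versus untreated yeast above a set limit, then at least 30% activation at any dose in follow-up; inconclusive means repeats straddling the limit, or above it without dose testing; inactive means fold induction below the set limit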;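 further: activators that raise dye reduction in frataxin-depleted yeast; strong numbers were not always called active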
XIAP antagonists: XIAP antagonists, biochemical, IAP family, fluorescence polarization (AID 1018). E3 ubiquitin-protein ligase XIAP (Homo sapiens). XIAP BIR domain, fluorescence polarization peptide displacement; higher % means a stronger effect. one-dose displacement, % at 20 µM; IC50 in µM for titrated hits. 200,000 tested, 0.007% active; in the data active means displacement above about 50%; further: a part of the inactive calls stands beside numbers as strong as those of hits
West Nile virus CPE: West Nile virus antiviral activity, cell-based, CPE readout (AID 1621); West Nile virus-infected cells, CPE inhibition; higher % means a stronger effect; CPE inhibition, % at 10 µM, or IC50 in µM where a hit was titrated; 290,000 tested, 0.02% active; in the data active means a potency from the dose series; inconclusive means CPE inhibition mostly from about 3.7% at the one dose, without a potency; inactive means the rest, 99 in 100 with CPE inhibition below about 2.2%; further: strong numbers were not always called active
Dengue-2 NS5 capping: Dengue-2 NS5 methyltransferase inhibitors, primary screen, biochemical, confirmation dose response (AID 588689) | Genome polyprotein (Dengue virus type 2 (strain 16681-PDK53)) | Dengue-2 NS5 methyltransferase capping enzyme assay, biochemical; higher % means a stronger effect | inhibition, % at 25 µM; hits with a dose series show IC50 in µM | 340,000 tested, 0.3% active; in the data active means a potency from the dose series; inconclusive means inhibition above about 29% without an active follow-up result
WT yeast gro inh: growth inhibition of WT strain, primary screen, mitochondrial fusion inhibitor project, WT and mutant strains, chemical genetic. mitochondrial fusion phenotypic screen. inhibition, % at 10 µM. 190,000 tested, 2.1% active. AID 1362, 2008; in the data active means inhibition above about 58%; tested in S. cerevisiae
WT yeast gro inh mutant strain: also measured in WT yeast gro inh; calls as there; inhibition, %; mitochondrial fusion phenotypic screen, mutant strain inhibition
Dengue-2 NS5 capping pilot replicate: also measured in Dengue-2 NS5 capping; calls as there; inhibition, %; measured here: pilot screen replicate inhibition
Active calls of the source: *; i = inactive; ? = inconclusive; / = no result given; [ ] = dose if it differs, or a comment.

SMILES	ER stress rescue	SV40 large T antigen	UTI89 phage lysis	RSV CPE inhibition	Yfh1-off respiration	XIAP antagonists	West Nile virus CPE	Dengue-2 NS5 capping	WT yeast gro inh	WT yeast gro inh mutant strain	others
CNC(=O)c1[nH]cnc1C(=O)Nc1ccc(C)cc1	-2.6%	3%	0.5%	-0.6%	i	-11%	0.7%	-7%	0	-1
Cn1c(=O)c(C(=O)COC(=O)c2cc(-c3ccco3)nc3ccccc23)c(N)n(Cc2ccccc2)c1=O	0.0%	?	/	2.8%	/	-6.1%	/	/	6	-13
C=CCOC(=O)C1=C(C)N(C)C(=O)NC1c1cc2c(cc1Br)OCO2 (stereo unspecified)	1.9%	4%	1.1%	-1.4%	i	-3.1%	-0.2%	9%	11	-1
O=S(=O)(c1ccc(Br)c2nsnc12)N1CCOCC1	-3.7%	2%	6.0%	0.7%	i	3.7%	-1.2%	1%	-1	-26
Cc1ccc2c(c1)c(C)c(C)n2CC(O)CN1CCCCC1C (stereo unspecified)	-1.3%	9%	3.3%	-0.5%	i	-2.9%	1.2%	-5%	13	0
CCn1cc(C(=O)NN)c(=O)c2cc(F)c(N3CCOCC3)cc21	/	15%	0.2%[50 µM]	2.9%	/	/	-0.3%	-3%	/	/
Cc1ccc(NS(=O)(=O)c2ccc(CCC(=O)NC3CC3)cc2)cc1	-0.4%	4%	3.7%	0.4%	i	-3.3%	-0.4%	1%	-11	-3
Oc1ccc2ccccc2c1N=Nc1ccccn1	1.3%	1%	0.1%	0.7%	i	-1.7%	?	8%	11	24
CCCN1CNC(=S)N(CC2CCCO2)C1 (stereo unspecified)	-1.8%	4%	1.6%[50 µM]	2.2%	i	-8.1%	0.3%	-2%	-4	-3
Cc1ccn2c(CNCc3cnn(C)c3)c(C(=O)N3CCCCCC3)nc2c1	/	3%	-0.1%	-0.1%	/	/	-0.1%	-9%	/	/
COc1ccc(C(O)(CCN2CCCCC2)C2CCCCC2)cc1 (stereo unspecified)	/	27%	0.2%	0.6%	/	/	-0.8%	-3%	/	/
CCc1ccc(OCCCC(=O)Nc2nccs2)cc1	-0.5%	3%	-0.1%	8.6%	i	0.4%	-0.3%	-5%	2	8
Cc1[nH]c2ccccc2c1-c1nc2ccccc2[nH]c1=O	/	5%	0.1%	1.8%	/	/	-0.3%	-8%	/	/
O=C(CSc1nnnn1-c1cccnc1)NCc1cccs1	0.0%	-2%	2.9%	1.4%	i	-4.3%	0.2%	-4%	-6	29
CCN(CC)S(=O)(=O)c1ccc(C)c(NC(=O)Cc2ccc(S(=O)(=O)N3CCOCC3)s2)c1	/	37%	-0.1%	2.6%	/	/	-0.6%	-4%	/	/
COC(=O)[C@H](Cc1ccccc1)NC(=O)[C@@H]1C[C@H]1[C@@H](NC(=O)OCc1ccccc1)c1ccccc1	-5.3%	9%	-0.2%	0.3%	i	-10%	-0.4%	-12%	-3	-17
Cn1ccnc1C(=O)c1cc(SCC(=O)N2CCOCC2)nc2ccccc12	1.3%	-1%	3.4%	2.2%	i	-8.3%	-0.4%	-1%	-15	12
Cc1cc(CN(C)C(=O)c2cc(COc3ccc(C)c(C)c3)on2)n[nH]1	/	6%	0.8%	15%	/	/	-0.6%	-8%	/	/
COc1ccc(CCNC(=O)CSc2ccc(-c3ccco3)nn2)cc1	-9.9%	5%	0.1%	0.1%	i	-1.6%	0.1%	-7%	-9	4
O=C(c1cc(S(=O)(=O)N2CCOCC2)c(Cl)cc1Cl)N1CCCCC1	-1.0%	1%	1.6%	0.3%	i	-3.5%	-0.7%	2%	-18	-1
Cc1ccc(OCC(=O)Nc2cccc3nsnc23)c(C)c1	3.0%	-3%	0.1%	2.2%	i	-12%	0.3%	-3%	-8	16
COc1ccccc1CCNS(=O)(=O)c1cn(C)c(=O)n(C)c1=O	/	8%	-0.5%[50 µM]	0.4%	i	/	0.1%	-5%	/	/
O=[N+]([O-])c1ccc2[nH]c3c(c2c1)CCCC3O (stereo unspecified)	-0.4%	8%	-1.7%	-2.2%	i	-3.3%	-1.0%	3%	-4	12
CC(C)c1nnc(N2C(=O)C(O)=C(C(=O)c3cccs3)C2c2ccccc2)s1 (stereo unspecified)	0.7%	13%	0.0%	/	i	-4.7%	0.7%	?	8	0
CS(=O)(=O)N(Cc1ccccc1)c1ccc(C(=O)N2CCOCC2)cc1	-2.7%	0%	2.3%	-0.4%	i	-3.7%	0.2%	5%	-16	-15
COc1ccc(NC(=O)[C@H](C)NC(N)=O)cc1S(=O)(=O)Nc1cc(C)ccc1Br	1.6%	2%	0.1%	1.4%	i	-3.7%	0.2%	4%	-1	29
CCC1CCCCN1Cc1nc2c(c(=O)n(C)c(=O)n2C)n1Cc1cccc2ccccc12 (stereo unspecified)	-2.1%	11%	/	1.7%	i	-3.5%	-0.4%	/	18	7
COCCCNC(=O)CN(c1cc([N+](=O)[O-])ccc1OC)S(C)(=O)=O	-0.3%	4%	-0.5%	-1.7%	i	-4.8%	1.1%	-2%	-13	-1
CCc1ccc(CCC(=O)Nc2ccc(C(C)=O)cc2)o1	-0.2%	6%	0.8%	-0.6%	i	-0.2%	0.1%	-6%	-16	-6
CCN1CCN(C(=O)Cn2nc(-c3ccc(Cl)cc3)ccc2=O)CC1	-1.1%	5%	0.3%	0.4%	i	-0.1%	-0.5%	-7%	-2	4

Five records picked at random from the list so far:
SMILES	ER stress rescue	SV40 large T antigen	UTI89 phage lysis	RSV CPE inhibition	Yfh1-off respiration	XIAP antagonists	West Nile virus CPE	Dengue-2 NS5 capping	WT yeast gro inh	WT yeast gro inh mutant strain	others
O=[N+]([O-])c1ccc2[nH]c3c(c2c1)CCCC3O (stereo unspecified)	-0.4%	8%	-1.7%	-2.2%	i	-3.3%	-1.0%	3%	-4	12
Cn1ccnc1C(=O)c1cc(SCC(=O)N2CCOCC2)nc2ccccc12	1.3%	-1%	3.4%	2.2%	i	-8.3%	-0.4%	-1%	-15	12
O=C(c1cc(S(=O)(=O)N2CCOCC2)c(Cl)cc1Cl)N1CCCCC1	-1.0%	1%	1.6%	0.3%	i	-3.5%	-0.7%	2%	-18	-1
CS(=O)(=O)N(Cc1ccccc1)c1ccc(C(=O)N2CCOCC2)cc1	-2.7%	0%	2.3%	-0.4%	i	-3.7%	0.2%	5%	-16	-15
CCN1CCN(C(=O)Cn2nc(-c3ccc(Cl)cc3)ccc2=O)CC1	-1.1%	5%	0.3%	0.4%	i	-0.1%	-0.5%	-7%	-2	4

(list continues)
SMILES	ER stress rescue	SV40 large T antigen	UTI89 phage lysis	RSV CPE inhibition	Yfh1-off respiration	XIAP antagonists	West Nile virus CPE	Dengue-2 NS5 capping	WT yeast gro inh	WT yeast gro inh mutant strain	others
Cc1ccc(C)c(OCCn2c(=O)c3c(ncn3C3CCCC3)n(Cc3ccccc3)c2=O)c1	1.1%	-1%	-0.1%	13%	i	-7.8%	-1.7%	-2%	57	27
Cc1ccccc1-c1ncc(CN2CCN(C3CCCC3)C(CCO)C2)cn1 (stereo unspecified)	0.0%	10%	-0.1%	-2.2%	i	-1.0%	-0.7%	5%	3	8
CCC1(c2ccccc2)NC(=O)N(CC(=O)Nc2cc(Cl)ccc2N2CCOCC2)C1=O (stereo unspecified)	/	18%	-0.1%[50 µM]	-2.0%	/	/	/	0%	/	/
Cc1c(CN(C)C)c2c(n1Cc1ccccc1)C(=O)c1ccccc1-2	-4.9%	3%	0.2%	-3.9%	i	-5.9%	-0.5%	0%	16	22
CNC(=O)/C(C#N)=C\c1ccc(CNS(=O)(=O)c2ccc(Cl)cc2)o1	-2.2%	15%	-0.1%	-0.7%	i	0.8%	0.1%	-2%	-14	-8
COc1cc(OC)cc(-c2nc3nc(C)c(CCC(=O)NCc4ccco4)c(C)n3n2)c1	-2.7%	17%	-0.1%	-0.1%	i	-2.7%	-0.6%	-9%	15	12	Dengue-2 NS5 capping pilot replicate=2.1
CCC(C)NC(=O)CN1c2cccc3cccc(c23)S1(=O)=O (stereo unspecified)	/	16%	0.2%	2.2%	/	/	0.0%	-1%	/	/
CC(C)(C)c1ccc(-c2nnc(N)s2)cc1	-3.7%	13%	-0.1%	1.2%	i	-7.3%	-0.6%	-10%	26	38
CCOC(=O)C(Cc1c(F)cccc1Cl)c1ccnc2nc(N)nn12 (stereo unspecified)	-1.1%	4%	0.4%	3.3%	i	-5.4%	-0.1%	-9%	4	15
Cc1ccccc1NC(=O)c1cc(=O)c2ccccc2o1	-1.5%	-3%	-0.5%	1.5%	i	-13%	-1.0%	-4%	-10	3
CCn1nnnc1SCC(=O)c1ccc(NC(C)=O)cc1	0.9%	0%	1.1%	1.2%	i	-3.4%	0.9%	-3%	-13	-8
CCNC(=S)N(Cc1ccco1)Cc1cc2cc(OCC)ccc2[nH]c1=O	-0.8%	4%	-0.2%	12%	i	-0.1%	-1.2%	-8%	5	-1
Cc1cccc(-c2nc3c(c(SCC(=O)N4CCOCC4)n2)COC(C)(C)C3)c1	/	-1%	0.1%	2.1%	/	/	-0.5%	1%	/	/
COc1cc(/C=C2/SC(N)=NC2=O)ccc1Oc1ccc([N+](=O)[O-])cc1[N+](=O)[O-]	0.9%	10%	0.3%[50 µM]	1.6%	i	-5.9%	-0.1%	5%	11	-17
CCC(=O)NCc1cc(-c2nn(C)c(=O)c3ccccc23)ccc1C	-1.7%	-1%	0.8%	2.1%	i	-4.6%	-0.1%	-6%	2	-7
CCOC(=O)c1sc(NC(=O)Nc2ccccc2Cl)cc1C	-0.7%	12%	-0.2%	?	i	-9.0%	-0.6%	1%	34	17
O=C(NCCN1CCN(c2ccc([N+](=O)[O-])cc2)CC1)NCc1ccccc1	/	-2%	-0.7%	11%	/	/	-1.9%	-19%	/	/
Cc1ccc(-n2ncc3c(NNC(=O)c4ccco4)ncnc32)c(C)c1	-1.7%	15%	0.5%	4.3%	i	-0.4%	-0.3%	2%	-2	13
O=C(NCc1cccs1)c1ccc2ccccc2n1	0.5%	7%	-0.5%	0.4%	i	-2.3%	0.2%	-4%	22	-14
CCN(CC)C(=O)CSc1nc2nc(C)cc(C)c2c(=O)[nH]1	-0.7%	4%	0.1%	1.5%	i	-2.9%	-0.1%	3%	-20	-4
Cc1ccc(N2C(N)=C(C#N)C(c3ccsc3)C3=C2CC(C)(C)CC3=O)cc1 (stereo unspecified)	-0.3%	6%	-0.2%	-0.4%	i	6.5%	-0.4%	-10%	3	13
O=C(CS(=O)(=O)Cc1ccccc1)N1CCN(c2cccc(C(F)(F)F)c2)CC1	0.1%	2%	-0.7%	1.8%	i	2.2%	-1.1%	1%	7	-49

Bioassay records (PubChem)
